CCR6 antag: CCR6 receptor antagonists, primary screen, cell-based, CHO-K1, luminescence, beta-arrestin, uHTS. C-C chemokine receptor type 6 (Homo sapiens), P51684. CHO-K1 CCR6 PathHunter beta-arrestin, CCL20-stimulated. inhibition, % at 20 µM. hit rate 0.49% among 340,000. AID 493098, 2011;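 active = compounds whose inhibition of the agonist-driven luminescence signal at 20 µM reaches about 50%, limit read from the data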;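 also: cells stimulated with CCL20 at 14 nM final; plate controls were DMSO with CCL20 for no effect and DMSO without agonist for full effect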
Target sequence (P51684 whole entry, looked up): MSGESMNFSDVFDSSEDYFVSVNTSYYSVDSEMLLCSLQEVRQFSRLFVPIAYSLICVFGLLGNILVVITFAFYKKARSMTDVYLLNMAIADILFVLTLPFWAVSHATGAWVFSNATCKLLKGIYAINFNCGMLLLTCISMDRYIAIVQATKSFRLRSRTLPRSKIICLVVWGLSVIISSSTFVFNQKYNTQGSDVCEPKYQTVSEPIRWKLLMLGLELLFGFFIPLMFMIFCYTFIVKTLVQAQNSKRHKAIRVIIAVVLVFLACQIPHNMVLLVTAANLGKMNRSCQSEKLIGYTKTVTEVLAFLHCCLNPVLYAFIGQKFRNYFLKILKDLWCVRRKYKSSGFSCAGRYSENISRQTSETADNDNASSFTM
CXCR6 block: CXCR6 receptor inhibitors, primary screen, cell-based, beta-arrestin, luminescence, CHO-K1 PathHunter, 1536-well; inhibition, % at 20 µM; hit rate 0.36% among 360,000; C-X-C chemokine receptor type 6 (Homo sapiens), O00574; in the data active = inhibition above about 34%, passing the limit was not always enough;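 also: antagonist mode with CXCL16 agonist at 10 nM final; 0% = 10 nM CXCL16 with DMSO and 100% = unstimulated wells without agonist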
Target sequence (O00574 whole entry, looked up): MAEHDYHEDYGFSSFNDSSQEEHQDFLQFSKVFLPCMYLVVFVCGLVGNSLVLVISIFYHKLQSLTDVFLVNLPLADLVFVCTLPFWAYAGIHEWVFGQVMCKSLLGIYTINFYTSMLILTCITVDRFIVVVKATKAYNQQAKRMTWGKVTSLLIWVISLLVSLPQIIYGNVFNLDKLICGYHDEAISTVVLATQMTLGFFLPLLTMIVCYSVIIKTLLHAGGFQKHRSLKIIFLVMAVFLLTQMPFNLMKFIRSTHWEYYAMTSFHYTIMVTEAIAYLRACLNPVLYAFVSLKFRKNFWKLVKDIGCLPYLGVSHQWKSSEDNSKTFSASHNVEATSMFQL
UPR CHOP act: activators of apoptotic CHOP UPR arm, primary screen, cell-based, CHO-CHOP luciferase reporter, luminescence, uHTS | hit rate 0.34% among 330,000 | activation, % at 10 µM | AID 449763, 2010 | UPR activation; percent of tunicamycin response over DMSO baseline;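 active = at 10 µM dose, activation of 40% or more, normalized to positive control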;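 also: 100% = tunicamycin at 10 µg/mL and 0% = DMSO alone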
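System: CHO-CHOP luciferase reporter cell line | Buffer or medium: F12 medium containing 10% fetal bovine serum | Doses: One dose, 10 µM in 0.5% DMSO | Times: 6 h compound exposure at 37 °C after overnight seeding | Signal: Luciferase luminescence | Read-out: % activation vs tunicamycin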
Mdm2 MdmX PPI: inhibitors of human Mdm2-MdmX association, primary screen, cell-based, luminescence, split luciferase, SaOS-2, uHTS. hit rate 3% among 330,000. inhibition, % at 8 µM. Protein Mdm4 (Homo sapiens) + E3 ubiquitin-protein ligase Mdm2 (Homo sapiens), …. SaOS-2 split-luciferase Mdm2/MdmX complementation;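 active = inhibition of at least 50% at 8 µM in the primary screen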
APJ antagonist: antagonists of human apelin receptor APJ, primary screen, CHO-K1 cells, beta-arrestin complementation, luminescence. inhibition, % at 20 µM. hit rate 0.32% among 330,000;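 active = inhibition above about 40% at 20 µM, limit read from the data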;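 also: cells challenged with 10 nM apelin-13 agonist together with compound; plate controls were apelin-13 plus DMSO wells for no effect and DMSO wells lacking apelin-13 for full effect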
tim23-1 inh: growth inhibitors of tim23-1 mutant yeast, primary screen, luminescence, uHTS; S. cerevisiae tim23-1 growth, BacTiter-Glo luminescence, 24 h; inhibition, % at 20 µM; hit rate 1.3% among 330,000; AID 463212, 2010;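 active = growth inhibition of the mutant yeast at or above 50%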;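 also: temperature-sensitive mutant grown at 25 °C; plate controls were DMSO-treated mutant yeast for no effect and medium wells lacking yeast for full effect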
APJ ag: agonists of human apelin receptor APJ, primary screen, CHO-K1 cells, PathHunter beta-arrestin, luminescence. P35414. 0% DMSO wells, 100% apelin. activation, % at 20 µM. hit rate 0.11% among 330,000. AID 2520, 2010;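 active = activation more than six SD over the plate average, tested at 20 µM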;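 also: 0% = DMSO alone and 100% = apelin-13 at 10 nM; some results filed as inactive read as strong as hits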
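Test system: CHO-K1 APJ beta-arrestin complementation cell line. Amount: cell density 1000 per well. Controls: DMSO negative, 10 nM Apelin-13 positive. Signal: luminescent beta-gal fragment complementation, chemiluminescent substrate. Read-out basis: agonist-driven arrestin binding to APJ. Timing: compound stimulation 90 min at 25 °C, detection 60 min.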
EBI2 antag: EBI2 receptor antagonists, beta-arrestin recruitment, primary screen, cell-based, luminescence, 7a,25-OHC stimulation, uHTS; G-protein coupled receptor 183 (Homo sapiens), P32249; 7a,25-OHC stimulated; inhibition, % at 5 µM; hit rate 0.81% among 360,000; AID 651636, 2012; in the data active = inhibition above about 38%;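 also: enzyme fragment complementation signal reports receptor beta-arrestin coupling in cells; 0% = agonist plus DMSO wells and 100% = wells without agonist; some results beyond the cut were filed as inactive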
Target sequence (P32249 whole entry, looked up, the tested form may be a part): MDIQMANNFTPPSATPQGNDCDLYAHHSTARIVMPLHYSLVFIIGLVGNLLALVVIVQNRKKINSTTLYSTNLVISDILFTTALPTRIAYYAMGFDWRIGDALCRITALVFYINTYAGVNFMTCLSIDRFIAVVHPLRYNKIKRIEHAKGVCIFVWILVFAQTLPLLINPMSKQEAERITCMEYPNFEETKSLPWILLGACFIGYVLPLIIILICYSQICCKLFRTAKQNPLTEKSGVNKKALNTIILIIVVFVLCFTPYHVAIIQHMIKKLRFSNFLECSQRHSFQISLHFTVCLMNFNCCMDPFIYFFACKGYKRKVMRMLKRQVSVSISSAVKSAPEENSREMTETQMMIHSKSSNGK
XBP1 UPR activ: activators of adaptive XBP1 UPR arm, primary screen, cell-based, CHO-XBP1 luciferase reporter, luminescence, uHTS | IRE1-XBP1 UPR activation; percent of tunicamycin response, DMSO as zero | hit rate 0.33% among 330,000 | activation, % at 20 µM;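 active = versus positive control, 20 µM dose yields 30% or more activation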;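 also: 100% = tunicamycin at 10 µg/mL and 0% = DMSO only wells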
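Material: CHO cell line with stable XBP1 luciferase reporter; buffer or medium: F12 medium containing 10% fetal bovine serum; compound: single point, 20 µM final compound, 1% DMSO; incubation: 6 h treatment, 37 °C; measured by: glow luminescence from Steady-Glo reagent; evaluation: activation, % of tunicamycin; control set: tunicamycin high, DMSO low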
* hit, by the source's call; . = not tested or not shown.

SMILES	CCR6 antag	CXCR6 block	UPR CHOP act	Mdm2 MdmX PPI	APJ antagonist	tim23-1 inh	APJ ag	EBI2 antag	XBP1 UPR activ
COc1ccc(NS(=O)(=O)c2ccc(NC(=O)C3CCCO3)cc2)cc1 (stereo not given)	-4	4	0.6	-1	17	8	5	-2	-1
COc1ccc(C(C)NC(=O)C2CCCO2)cc1OC (stereo not given)	-7	-5	1.5	-17	-10	-9	-5	0	-3
Cn1c(=O)[nH]c(=O)c2c1nc(Br)n2Cc1ccccc1F	2	-14	2.3	12	1	-2	-4	-9	-2
Cc1ccc(Nc2ncnc3sc(C)c(C)c23)cc1C	26	3	4.6	-12	-2	25	-4	-24	6
Cc1c(CCOC(=O)CC23CC4CC(CC(C4)C2)C3)sc[n+]1CC(=O)c1ccccc1	20	-7	-0.7	54*	-1	16	-4	3	1
CC1(C(=O)O)CCC(C(=O)Nc2ccc(OC(F)(F)Cl)cc2)C1(C)C (stereo not given)	7	-6	-0.9	-6	6	-1	0	-2	1
Cc1c(Cc2ccccc2)c(=O)oc2cc(OC(=O)c3ccccc3)ccc12	19	-2	0.3	35	7	-3	-6	-8	5
COCCn1c(C)cc(C(=O)COC(=O)c2ccc(NC(=O)CC#N)cc2)c1C	5	-2	0.3	21	13	28	5	0	-2
CCCc1nnc(NC(=S)Nc2ccccc2)s1	20	18	4.3	-31	25	5	-8	-5	7
O=C1CC2CCCN2C=C1I (stereo not given)	-5	-6	-0.9	1	-11	19	-2	-3	-2
Cc1oc(-c2cccc(C(F)(F)F)c2)nc1CN1CCOCC1	1	4	-0.9	3	9	17	-2	-6	1
COc1ccc(NC(=O)c2cc(=O)[nH]c(=O)[nH]2)cc1S(=O)(=O)Nc1ccccc1Cl	0	0	0.2	14	10	-7	0	9	-2
Cn1cnnc1SCC(=O)c1ccc(OC(F)F)cc1	-1	-5	1.5	25	20	-4	-3	-3	-2
CCNC(=O)/C(C#N)=C/c1c(N2CCCCCC2)nc2ccccn2c1=O	6	-8	-1.3	-7	8	30	0	-5	0
COc1ccc(-c2cc3nc4ccccc4n3c(N)c2C#N)cc1	-12	-27	8.4	-31	-37	21	5	3	2
COc1ccc(NC(=O)C2CCCN(c3nccc(C)n3)C2)cc1 (stereo not given)	6	-3	2.2	13	17	5	-1	6	3
CCCOc1ccccc1OCC(=O)Nc1cc(Cl)ccc1-n1cncn1	5	-5	0.3	24	-16	49	7	-11	1
Cc1ccc(OCc2nnc(SCC(=O)O)n2N)cc1	-7	-8	-1.7	-76	-3	13	2	2	-2
O=C(COCc1ccccc1)N[C@@H]1c2ccccc2CC[C@H]1OCc1ccccc1	27	0	1.3	11	.	52*	.	1	-3
Cc1cc2cc(CN(CCN3CCOCC3)C(=O)Nc3ccccc3F)c(=O)[nH]c2cc1C	-21	2	-3.3	33	7	12	-1	0	2
Cc1cc(-c2ccccc2C(=O)Nc2ccccc2O)on1	11	2	1.7	23	19	2	-3	-5	0
Cc1cccc(OCC(O)Cn2c(=N)n(Cc3ccccc3)c3ccccc32)c1 (stereo not given)	14	-3	1.9	88*	18	-5	3	6	3
CCOc1ccc(S(=O)(=O)Nc2ccc3c(c2)c2c(n3S(=O)(=O)c3ccc(OCC)cc3)CCCC2=O)cc1	.	.	-0.6	33	9	3	1	.	4
O=C(c1ccc(F)cc1Cl)N(Cc1ccco1)C1CCS(=O)(=O)C1 (stereo not given)	4	0	0.6	4	9	-5	-5	1	-1
CCN(CC)CCN(C(=O)c1cc(Cl)sc1Cl)c1nc2cc3c(cc2s1)OCO3	16	7	1.4	7	-23	18	-4	15	-1
CN(CCOc1ccccc1)CC(=O)Nc1ccc(Cl)cc1[N+](=O)[O-]	5	-6	1.5	-21	-7	10	-4	1	0
COc1cccc2cc(C(=O)NCc3ccc(Cl)cc3)c(=O)oc12	15	-3	-0.8	-6	-5	19	-1	22	3
O=C(c1cnc(Cl)c(Cl)c1)N1CCC(Cc2ccccc2)CC1	7	2	-1.2	5	2	-10	-1	37	-1
O=C(NC1CCCCCCC1)c1ccc(F)cc1	13	1	8.4	-84	-1	29	-1	3	-1
CN(C)c1ccc(CNC(=O)CCNS(=O)(=O)c2cc(Br)cnc2N)cc1	14	-4	-1.2	27	-26	12	1	-5	-3
O=C(Cc1cccs1)Nc1ccc(S(=O)(=O)Nc2ncccn2)cc1	5	6	0.5	5	1	1	-1	-5	-5
CCCC(=O)Nc1nnc(SCC(=O)N2CCCCC2)s1	0	2	-1.9	8	5	8	-2	-9	-1
O=c1cc(/C=C/c2ccccc2)oc2c1ccc1ccccc12	-3	2	3.9	15	-10	43	2	20	3
Cc1ccc2nc(-c3ccc(NC(=O)COCC(=O)O)cc3)sc2c1	13	10	7.2	-78	5	18	3	-12	-3
CN1CCC[C@@H]1CCNC(=O)c1c(-c2ccc3c(c2)OCO3)noc1-c1ccsc1	5	4	-0.8	-21	7	-3	-2	-8	-1
CN1C(C(=O)NCc2cccc(Br)c2)CC2Cn3c(nc4cc5ccccc5cc43)C21 (stereo not given)	-5	-14	-1.6	-15	-1	-13	10	-14	-4
CCCCN=C1NN=C(c2cc3ccccc3o2)CS1	16	-4	3.4	-41	29	11	-6	18	1
Cc1cccc(C2c3[nH]c4ccccc4c3CCN2Cc2cnn(-c3ccc(F)cc3)c2)n1 (stereo not given)	2	5	-0.5	17	6	-2	2	0	-5
COc1ccc2[nH]cc(C(=O)CNc3nc(C)cs3)c2c1	5	1	-0.3	12	6	8	0	3	0
O=C(CCn1cnnn1)NC1CCCN(Cc2ccccc2F)C1 (stereo not given)	-2	0	0.8	5	-30	9	-3	-7	-3
CCC(=O)NCCc1nc2cc(NC(=O)c3ccccc3Cl)ccc2n1C	11	-4	2.4	22	14	-5	-3	-3	-3
Nc1n[nH]c(N)c1N=Nc1cccc(F)c1	18	-4	3.1	12	-2	5	1	-49	2
COCCNC(=O)C1(C)Oc2ccccc2NC1=O (stereo not given)	4	-11	0.8	5	5	6	0	6	0
O=C(Cn1cnc2ccccc2c1=O)N1CCN(c2ccc(F)cc2)CC1	-18	-5	-0.7	15	-15	3	-2	-5	-3
CCOc1ccc2nc(SCC(=O)c3ccc(O)cc3O)sc2c1	-1	-6	2.5	6	-7	13	-2	-2	-1

The closing four records of the part above come first, to join the parts.
SMILES	CCR6 antag	CXCR6 block	UPR CHOP act	Mdm2 MdmX PPI	APJ antagonist	tim23-1 inh	APJ ag	EBI2 antag	XBP1 UPR activ
Nc1n[nH]c(N)c1N=Nc1cccc(F)c1	18	-4	3.1	12	-2	5	1	-49	2
COCCNC(=O)C1(C)Oc2ccccc2NC1=O (stereo not given)	4	-11	0.8	5	5	6	0	6	0
O=C(Cn1cnc2ccccc2c1=O)N1CCN(c2ccc(F)cc2)CC1	-18	-5	-0.7	15	-15	3	-2	-5	-3
CCOc1ccc2nc(SCC(=O)c3ccc(O)cc3O)sc2c1	-1	-6	2.5	6	-7	13	-2	-2	-1
CC(=O)Nc1ccc(S(=O)(=O)N2CCN(C(C)CCc3ccccc3)CC2)cc1 (stereo not given)	7	-6	-2.0	6	6	16	-4	-5	-2
Cc1nc(C)c(-c2ccc(SCC(=O)Nc3cccc(F)c3)nn2)s1	10	-7	-0.3	19	-19	9	-2	-8	2
O=C(NCc1ccc2c(c1)OCO2)C1CCC(CNS(=O)(=O)c2cccc3nsnc23)CC1 (stereo not given)	6	4	1.1	-13	-45	13	-3	9	-4
COC(=O)Nc1ccc(S(=O)(=O)NCCCCCC(=O)O)cc1	-8	1	1.0	-13	-1	-8	-3	2	-2
CCC(CC)=NNc1ccc([N+](=O)[O-])cc1[N+](=O)[O-]	-4	-4	-0.4	-33	7	9	2	-7	1
CCN(CC)c1ccc2cc(NC(=O)CCC(=O)O)c(=O)oc2c1	-12	-12	-9.2	29	-1	20	-3	-2	-9
CC(C)(C)N1C(=O)c2ccc(C(=O)Nc3ccc(C(=O)O)cc3)cc2C1=O	15	2	4.3	6	-5	2	-1	-6	-4
CC(NC(=O)Cc1ccccc1F)c1ccc(F)cc1 (stereo not given)	16	3	-1.6	15	0	-1	-4	9	-2
CCOC(=O)c1sc(C)c2c1NC(c1ccc(Cl)cc1)NC2=O (stereo not given)	1	4	3.3	5	-9	17	-1	-2	0
CCCNC(=O)COc1coc(CN2CCN(Cc3ccccc3)CC2)cc1=O	-9	-6	0.7	1	-18	8	-4	-7	-2
CCCC(=O)Nc1ccc(C(=O)COC(=O)C2=COCCO2)cc1	3	2	3.5	-1	5	18	-1	-1	1
Cc1cc(C)cc(-n2nnc(C(=O)NCc3ccccc3)c2N)c1	25	15	3.0	7	-5	6	0	7	-1
O=C(c1cc(-c2ccccc2Cl)nc2ccccc12)N1CCOCC1	16	-3	1.2	-19	7	18	-2	-8	-3
N#C/C(=C\c1ccc(N2CCOCC2)o1)C(=O)N1CCOCC1	19	-3	4.0	-7	15	2	0	-4	4
CC(C)C[C@H](NC(=O)[C@H](Cc1ccccc1)n1c(=O)[nH]c2ccccc2c1=O)C(=O)N1CCC[C@H]1C(=O)O	6	-9	-1.8	26	8	12	-5	-1	-4
Cc1ccsc1C(=O)N1CCN(S(=O)(=O)c2cccs2)CC1	-5	2	0.3	-14	1	20	3	-12	-1
Cc1ccc(Sc2ccc(NC(=O)CCN3C(=O)NC4(CCCC4)C3=O)cc2)c(C)c1	9	-12	-0.9	19	16	23	-1	5	-2
CCOC(=O)c1sc(NC(=O)c2cc3n(n2)C(C(F)(F)F)CC(c2cccs2)N3)c(C(=O)OCC)c1C (stereo not given)	2	1	0.3	32	-19	4	4	3	3
CCCN(C(=O)COC(=O)CCOc1ccc(C)cc1)c1c(N)n(Cc2ccccc2)c(=O)[nH]c1=O	1	-1	3.2	0	8	9	1	-3	3
CC(=O)c1ccc(Oc2ccc(C(C)=O)cc2)cc1	21	-2	2.8	-7	0	18	6	-14	0
COc1ccc(CCN(C)C(=O)c2cnc(C)cn2)cc1OC	7	-4	0.3	3	6	-1	-2	-18	-1
C=CCn1c(C)cc(C(=O)COC(=O)[C@@H](NC(=O)c2ccccc2Cl)C(C)C)c1C	10	5	-2.1	19	12	31	-3	2	-6

Screening results from PubChem.

A portion of the library; rates above refer to the full screens.
